Vif-APOBEC3G blk – qHTS for Inhibitors of Vif-A3G Interactions: qHTS | DNA dC->dU-editing enzyme APOBEC-3G (Homo sapiens), Q9HC16 | HeLa A3G-eYFP + Vif (tagged APOBEC3G with the HIV-1 protein that degrades it), YFP fluorescence, overnight | Potency, µM (titrated, usually from 46.1 µM), inactives show at the top dose activity, negative = active, actives largely listed as inhibitors | 0.076% of 410,000 active | AID 602310, 2012;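 further: potency means the concentration at half of the fitted maximal effect; on the % scale 0 is the no-effect control and ±100 the full control effect; nearly all actives have a fitted effect of over 60% in size; hits raise eYFP signal because A3G escapes Vif-driven loss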
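Read-out is eYFP fluorescence (Ex 488/Em 500-530) from Vif-expressing HeLa A3G-eYFP cells; more signal means A3G escaped Vif-mediated degradation. Cells plated overnight, compound pinned in, incubated overnight at 37 deg C.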
RXFP1 agonist – qHTS Assay for Agonists of the Relaxin Receptor RXFP1; Relaxin receptor 1 (Homo sapiens), Q9HBX9; HEK293T-RXFP1 cAMP TR-FRET, 30 min; response scale: percent of porcine relaxin response, buffer zero; Potency, µM (top dose mostly 57.5 µM), for the others: top-dose activation, hits mostly activators; 0.3% of 370,000 active; AID 2676, 2010; further: potency means the concentration at half of the fitted maximal effect; on the % scale 0 is the no-effect control and ±100 the full control effect; nearly all actives have a fitted effect of over 60% in size; many of its hits are not listed in these tables
Target sequence (Q9HBX9 whole entry, looked up): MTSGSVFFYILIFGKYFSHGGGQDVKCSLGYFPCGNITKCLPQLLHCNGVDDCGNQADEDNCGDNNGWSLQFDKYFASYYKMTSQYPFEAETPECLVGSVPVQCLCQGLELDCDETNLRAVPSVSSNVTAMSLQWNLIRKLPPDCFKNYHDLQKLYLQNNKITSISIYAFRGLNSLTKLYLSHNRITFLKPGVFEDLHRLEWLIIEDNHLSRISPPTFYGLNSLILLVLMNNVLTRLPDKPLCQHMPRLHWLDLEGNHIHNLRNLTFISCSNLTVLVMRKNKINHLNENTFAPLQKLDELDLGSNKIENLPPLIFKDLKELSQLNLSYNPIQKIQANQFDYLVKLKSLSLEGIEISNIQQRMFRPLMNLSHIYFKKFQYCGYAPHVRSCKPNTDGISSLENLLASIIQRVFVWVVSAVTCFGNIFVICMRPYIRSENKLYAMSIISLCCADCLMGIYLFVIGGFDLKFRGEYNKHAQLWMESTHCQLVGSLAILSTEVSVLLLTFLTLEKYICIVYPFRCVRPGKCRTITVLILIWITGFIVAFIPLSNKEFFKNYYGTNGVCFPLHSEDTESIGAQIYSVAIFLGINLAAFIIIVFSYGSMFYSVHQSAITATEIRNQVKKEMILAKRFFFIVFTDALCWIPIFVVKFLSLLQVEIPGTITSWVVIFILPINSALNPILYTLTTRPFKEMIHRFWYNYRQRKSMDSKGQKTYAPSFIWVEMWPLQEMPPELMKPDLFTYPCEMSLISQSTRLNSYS
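HEK293T cells stably expressing RXFP1 were pretreated with the PDE4 inhibitor Ro 20174, exposed to compounds for 30 min at 37C, lysed, and cAMP was read by TR-FRET. Data normalized to buffer (basal) and 29 nM porcine relaxin (100%).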
LDHA inh – qHTS assay for inhibitors of human lactate dehydrogenase; 0.15% of 480,000 active; L-lactate dehydrogenase A chain (Homo sapiens), P00338; activity change, % (values are at about 110 or 230 µM); purified LDHA, NADH/diaphorase-resazurin fluorescence; hits give low values; in the data active means activity change below about -30%; inconclusive means mostly about -25% to -30%;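 further: plate controls were DMSO wells for no effect and wells without enzyme for full effect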
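Enzyme activity of human lactate dehydrogenase 5 (2 nM; 0.06 mM NADH, 0.2 mM pyruvate, 5 min, RT) is measured via a resazurin/diaphorase fluorescence readout of residual NADH.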
D2 potentiator – HTS Assay for Positive Allosteric Modulators of the Human D2 Dopamine Receptor: Primary Screen for Potentiators. D(2) dopamine receptor (Homo sapiens), P14416. HEK293 T-REx D2, calcium flux, EC20 dopamine potentiation. potentiation, % at 10 µM. 0.34% of 340,000 active;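 active means potentiation over 3 SD above the plate norm, cut at about 30% in these data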; further: 0% is about no effect
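Potentiation of an EC20 dopamine calcium response is measured in a force-coupled, tetracycline-inducible Hek293 Trex D2 line. Compound-only kinetic reads over 180 s flag agonists before dopamine addition.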
Vif-APOBEC3F blk – qHTS for Inhibitors of Vif-A3F Interactions: qHTS | Potency, µM (doses to about 46.1 µM), for inactives: at the top dose activity, negative = active | HeLa A3F-eYFP + Vif (tagged APOBEC3F with the HIV-1 protein that degrades it), YFP fluorescence increase | 0.2% of 390,000 active; further: potency means the concentration at half of the fitted maximal effect; % of control where 0% means no effect; nearly all actives have a fitted effect of over 65% in size
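Fluorescence increase (Ex 488/Em 500-530) after overnight compound treatment at 37 deg C flags inhibition of Vif-driven A3F-eYFP loss in stable HeLa A3F-eYFP/Vif cells seeded overnight beforehand.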
D1 agonist – Allosteric Agonists of the Human D1 Dopamine Receptor: qHTS | D(1A) dopamine receptor (Homo sapiens), P21728 | HEK293 T-REx D1 cells, calcium flux, agonist mode | AID 504660, 2011 | 1% of 360,000 active | activation, % at 2 µM; in the data active means activation above about 30%; further: 0% is about no effect
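Inducible HEK293 T-REx D1 cells, force-coupled to calcium signalling, were plated at 4000 cells/well with tetracycline and held overnight at 30 C. After no-wash calcium dye loading, compound-evoked calcium rise over 180 s flagged agonists.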
D1 antagonist – Antagonist of Human D 1 Dopamine Receptor: qHTS; D(1A) dopamine receptor (Homo sapiens), P21728; HEK293 TREx D1 cells, calcium flux, dopamine EC80; hits give low values; activity change, negative = inhibition, % at 10 µM; 3.2% of 360,000 active; AID 504652, 2011; in the data active means activity change below about -30%; further: on the % scale 0 is the no-effect control and ±100 the full control effect
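HEK293 T-REx cells expressing inducible, force-coupled D1 receptor; no-wash Ca dye, 30–90 min RT. Cmpd → 180 s read at 1 Hz → EC80 DA → 180 s read.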
Glioma ERSR ind – qHTS for Inducers of the Endoplasmic Reticulum Stress Response (ERSR) in Human Glioma: qHTS; U87-MG GRP78 promoter luciferase reporter, 16 h; Potency, µM, for the others: at the highest dose activation, hits mostly activators; 0.02% of 420,000 active; further: potency means the concentration at half of the fitted maximal effect; series mostly up to about 76 µM; % of control where 0% means no effect; nearly all actives have a fitted effect of over 35% in size
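Stably transfected U87-MG glioma cells carrying a GRP78-based luciferase sensor; 16 h compound incubation. Luminescence end-point read 10 min after Bright-Glo addition at room temperature.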
D1 potentiator – Potentiators of Human D1 Dopamine Receptor: qHTS; D(1A) dopamine receptor (Homo sapiens), P21728; HEK293 TREx D1 cells, calcium flux, dopamine EC20 potentiation; potentiation, % at 10 µM; 0.036% of 360,000 active; AID 504651, 2011; in the data active means potentiation above about 30%; further: 0% is about no effect
An asterisk follows results filed as active; ? = inconclusive; nt = not tested or not shown; & = joins results of further samples. Unless noted, the call rests on the fitted dose curve; in most records, active means well fitted curve in the direction sought with a large enough effect; inconclusive means small, poorly fitted or top-dose-only effect, or another doubt; inactive means no such curve, though single readings can be large; an effect the other way counts as inactive or inconclusive. This is a subset, so the mix of outcomes need not match the whole.

SMILES	Vif-APOBEC3G blk	RXFP1 agonist	LDHA inh	D2 potentiator	Vif-APOBEC3F blk	D1 agonist	D1 antagonist	Glioma ERSR ind	D1 potentiator
CCNC(=O)OCc1cn(-c2ccc(Cl)cc2)nn1	6%	-1.7%	-9	1	8%	1	17	-2%	1
Cc1csc2ncnc(NNC(=O)c3ccc(Cl)cc3)c12	1%	3.8%	0	3	4%	16	-24	-5%	-4
COc1ccc(CCNC(=O)NC23CC4CC(CC(C4)C2)C3)cc1	2%	1.7%	10	6	5%	1	6	3%	-6
Cc1c(C(=O)NCc2ccc(S(N)(=O)=O)cc2)oc2ccc(Cl)cc12	-2%	1.3%	-12	2	0%	1	nt	-2%	-2
CC1CCN(S(=O)(=O)c2ccc3c(c2)N(CC(=O)NCCCN2CCCC(C)C2)C(=O)CS3)CC1 (stereo not drawn)	0%&6%	-0.4%&4.8%	-14&2	-19&-16	2%&-6%	2&-4	6&15	-4%&-1%	2&0
O=C(c1ccc(CS(=O)(=O)c2ccc(Br)cc2)o1)N1CCN(c2ccc(F)cc2)CC1	-1%&-3%	1.7%&-0.7%	-2&-9	7&13	-19%&1%	3&8	-18&-17	-7%&-3%	-9&-4
Cc1cccc(C)c1NC(=O)C1CCCN1C(=O)Nc1cccc(F)c1 (stereo not drawn)	0%	0.6%	2	-4	-2%	3	1	-5%	-4
COc1cccc(NC(=O)CCC2CCN(C(=O)c3sccc3C)CC2)c1	1%	-0.5%	-3	-4	8%	3	1	-4%	-1
Cc1nc2sccn2c(=O)c1S(=O)(=O)Nc1ccc(N2CCN(C)CC2)cc1	-1%&-5%	1.4%&-0.1%	5&5	-5&-8	7%&0%	4&-1	31&4	-1%&-5%	-3&2
CC1(C2CCCC2)NC(=O)NC1=O (stereo not drawn)	2%	nt	-1	nt	17%	nt	nt	-5%	nt
O=C(CN1CCN(C(=O)c2ccco2)CC1)Nc1cc(S(=O)(=O)N2CCCC2)ccc1Cl	-2%	nt	-14	nt	-5%	nt	nt	-4%	nt
COc1ccc(-n2nnnc2SCC(N)=O)cc1	-1%	1.8%	-1	9	-4%	4	18	-2%	-3
COCCCNC(=O)Cn1cnc2c(NCc3ccccc3)ncnc21	5%	nt	-5	nt	0%	nt	nt	-2%	nt
N#CCO/N=C(\c1ccccc1)c1ccncc1	-3%	-1.2%	-3	-8	-17%	1	14	-3%	-1
CC1CCN(S(=O)(=O)c2ccc(F)c(C(=O)O)c2)CC1	-3%	-0.4%	2	-12	3%	2	3	-5%	-6
CCNC(=S)N/N=C/c1ccc(OCCOc2ccccc2C)cc1	-2%	0.1%	-9	-5	-2%	3	3	-5%	-4
COCCNC(C(=O)Nc1ccc(C)cc1[N+](=O)[O-])c1ccccc1 (stereo not drawn)	-4%	2.3%	-8	nt	-13%	0	-5	-3%	-3
CCOc1ccc(CNC(=O)c2cnc3sc(N(CC)CC)nn3c2=O)cc1	0%	2.0%	-3	2	9%	1	-15	-3%	-4
O=C(Nc1ccc(CN2CCOCC2)cc1)c1ccc(-c2ccc(Br)cc2)o1	-16%	8.4%	10	-2	?	8	-23	-1%	-13
CCOC(=O)C(C)n1cnc2sc3c(c2c1=O)CCC3 (stereo not drawn)	0%	0.8%	-4	-2	8%	-1	5	0%	-9
COC(=O)/C(C#N)=C/c1c(N2CCN(c3ccc(OC)cc3)CC2)nc2c(C)cccn2c1=O	-1%	5.5%	-1	2	-2%	2	1	-3%	-4
Cc1ccc2c(=O)[nH]c(Cc3ccccc3C(=O)O)nc2c1	1%	0.0%	-8	nt	-17%	1	3	-1%	2
COc1ccc(NC(=O)C2CCCN(C(=O)NC3CCCCC3)C2)cc1OC (stereo not drawn)	1%	1.0%	-3	0	-2%	1	6	-4%	-1
CC(C)CN1CN(S(=O)(=O)c2cccs2)c2nc3ccccc3nc21	nt	2.8%	nt	-2	nt	1	3	nt	-1
Cc1ccccc1NC(=O)c1ccc(CN2CCC(Cc3ccccc3)CC2)cc1	3%	-0.7%	-4	-21	-9%	18	-57*	-9%	-19
Next section.
SMILES	Vif-APOBEC3G blk	RXFP1 agonist	LDHA inh	D2 potentiator	Vif-APOBEC3F blk	D1 agonist	D1 antagonist	Glioma ERSR ind	D1 potentiator
CCCOc1ccc2[nH]c(C(=O)N/N=C/c3cc(OC)c(OC)c(OC)c3)cc2c1	-5%	-1.4%	-2	2	0%	3	9	-2%	-4
COc1cc(N)c(Cl)cc1C(=O)OCC(=O)NCc1cccs1	-1%	nt	-4	nt	3%	nt	nt	1%	nt
COc1ccc(-c2nc(C(N)=O)c3[nH]c(=O)n(-c4cccc(C)c4)c3n2)c(OC)c1	-9%	3.2%	3	6	-8%	-2	6	-1%	23
N#Cc1cc2c(nc1SCc1ccccc1)CCCC2	-5%	5.1%	-6	0	-7%	5	-26	-1%	-22
CN(C)c1ccc(C(=O)OCC(=O)Nc2ccc(S(N)(=O)=O)cc2)cc1	1%	3.3%	-14	7	-1%	4	-13	-3%	-4
O=C(NCCn1cc(SCc2ccc(F)cc2)c2ccccc21)c1c(F)cccc1F	-5%&-3%	-0.1%&0.1%	5&-10	-15&-9	-7%&-9%	0&3	2&13	1%&-1%	-3&-4
CCc1ccc(C(=O)c2cn(CC(=O)Nc3ccc4c(c3)OCO4)c3cc(OC)c(OC)cc3c2=O)cc1	-9%	2.7%	5	-6	0%	6	-8	2%	-4
O=c1c2cnn(-c3ccccc3)c2nc(-c2cccs2)n1-c1ccc(Cl)cc1	-3%	4.0%	0	-4	1%	3	-11	0%	-1
COc1ccc(NC(=O)Cn2nc(C(=O)O)c3ccccc3c2=O)cc1OC	9%	2.7%	0	nt	3%	6	-4	2%	nt
Cc1ccc(Nc2nc(C)c(NC(=O)c3ccc(C)cc3)c(Nc3ccc(C)cc3)n2)cc1	2%	3.4%	3	-8	-6%	2	-13	-5%	6
Cc1ccc[n+](CC(=O)c2ccc(Cl)cc2)c1	-1%	1.4%	5	6	-2%	6	7	0%	-1
NC(=O)CC(NC(=O)Cc1ccc(Cl)cc1)c1ccc(N2CCN(c3ccccn3)CC2)c([N+](=O)[O-])c1 (stereo not drawn)	1%	0.0%	0	-4	2%	1	-28	-4%	-5
COc1ccc(-n2nc(C(=O)NCC(=O)NCc3ccc(F)cc3)c3ccccc3c2=O)cc1	2%	18%	-4	3	-9%	3	2	-7%	-7
O=C(NCCN1CCCC1)C1CCN(S(=O)(=O)N2CCC3(CC2)OCCO3)CC1	-1%	1.8%	1	-5	-11%	0	-15	-4%	-8
Brc1cccc2sc(N3CCCC3)nc12	-2%	-1.4%	-6	-2	1%	1	2	4%	0
O=C(OCc1ccc(F)cc1)c1cc2ccccc2cc1O	-5%	0.0%	0	2	-4%	8	7	-2%	4
O=C(Nc1ccc(F)cc1F)c1cc2n(n1)C(C(F)(F)F)C1CCCCC1N2 (stereo not drawn)	-1%	-1.1%	-9	nt	1%	2	11	2%	-1
COC(=O)C1CN(C(=O)COc2ccc(Cl)cc2Cl)c2ccccc2O1 (stereo not drawn)	-1%	0.2%	1	9	0%	3	8	16%	2
COc1ccc(NC(=O)N2CCCCCC2)c(OC)c1	0%	2.7%	-3	-2	-7%	-2	nt	2%	0
COc1cccc(NC(=O)CNC(=O)c2ccc(C)o2)c1	4%	0.1%	-2	9	-4%	3	7	-3%	2
CCCc1cc(N2CCN(c3ccccc3F)CC2)n2cnnc2n1	-3%	3.3%	2	6	0%	3	-4	-2%	-1
Cc1ccc(C(=O)NCc2ccc3c(c2)OCO3)o1	1%	0.5%	0	-2	8%	0	-1	3%	-1
COc1ccc(Cl)cc1NC(=O)CN(C)C(=O)c1cc2c(s1)CCCC2	-11%	-0.4%	4	-14	3%	6	-38*	-1%	-5
COc1ccc(C(=O)COC(=O)c2cnc(C)cn2)c(OC)c1	-1%	1.2%	-10	-5	-24%	2	-1	-6%	-7
CC(=O)c1ccc(NC(=O)CN2CCN(S(=O)(=O)c3ccc4c(c3)OCCO4)CC2)cc1	-2%	nt	-6	nt	1%	nt	nt	-3%	nt

The final three entries of the part before lead into the next:
SMILES	Vif-APOBEC3G blk	RXFP1 agonist	LDHA inh	D2 potentiator	Vif-APOBEC3F blk	D1 agonist	D1 antagonist	Glioma ERSR ind	D1 potentiator
COc1ccc(Cl)cc1NC(=O)CN(C)C(=O)c1cc2c(s1)CCCC2	-11%	-0.4%	4	-14	3%	6	-38*	-1%	-5
COc1ccc(C(=O)COC(=O)c2cnc(C)cn2)c(OC)c1	-1%	1.2%	-10	-5	-24%	2	-1	-6%	-7
CC(=O)c1ccc(NC(=O)CN2CCN(S(=O)(=O)c3ccc4c(c3)OCCO4)CC2)cc1	-2%	nt	-6	nt	1%	nt	nt	-3%	nt
CCN(C(=O)COC(=O)c1ccc([N+](=O)[O-])o1)C1CCCCC1	0%	nt	4	nt	-2%	nt	nt	-3%	nt
Cc1ccc(S(=O)(=O)NCCC(=O)OCn2nnc3ccccc3c2=O)cc1	0%	-0.2%	-18	9	-7%	1	-4	-3%	0
COc1ccc(Nc2nc3c(C)cccc3cc2C#N)c(OC)c1	-23%	1.5%	-8	11	?	3	12	8%	7
O=C(NCc1ccco1)c1nn2cccnc2c1Cl	3%	11%	-3	3	7%	3	16	-1%	-6
COc1ccc(C2=CCCCCC2)cc1OC	-2%	nt	1	nt	-3%	nt	nt	1%	nt
O=C(CN1C(=O)c2cccnc2Sc2ccccc21)Nc1cc(F)ccc1F	0%	1.1%	-1	-15	-2%	3	-21	0%	28

Screening results: PubChem, National Center for Advancing Translational Sciences (NCATS)
